HSP90 refold inh: HSP90 refolding inhibition in rabbit reticulocyte lysate; luciferase refolding luminescence, 3 h; inhibition, % at 5.6 µM; hit rate 0.91% among 290,000; AID 1789;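 active = inhibition above the screen-wide mean plus 3 SD, computed separately per campaign, cut at about 16% in these data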;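 note: 0% = DMSO wells and 100% = 60 µM geldanamycin wells; inhibitors lower the luminescence because luciferase stays unfolded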
IEC-6 cytotox: counter-screen for KLF5 inhibitors: cytotoxicity in IEC-6 cells; hit rate 0.78% among 290,000; inhibition, % at 5 µM; IEC-6 cytotoxicity, luminescence viability; in the data active = inhibition above about 22%;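 note: 0% = plate median of test compound wells and 100% = cytotoxic reference compound wells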
GSK3 alpha inh: human GSK-3 alpha kinase inhibition. ADP-Glo luminescence, 60 min. inhibition, % at 10 µM. hit rate 0.1% among 320,000. AID 2650;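 in the data active = inhibition above about 50%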;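 note: GST-tagged GSK-3 alpha with peptide substrate and 25 µM ATP; 0% = DMSO neutral wells and 100% = GW8510 positive control wells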
Target sequence (P49840 whole entry, looked up): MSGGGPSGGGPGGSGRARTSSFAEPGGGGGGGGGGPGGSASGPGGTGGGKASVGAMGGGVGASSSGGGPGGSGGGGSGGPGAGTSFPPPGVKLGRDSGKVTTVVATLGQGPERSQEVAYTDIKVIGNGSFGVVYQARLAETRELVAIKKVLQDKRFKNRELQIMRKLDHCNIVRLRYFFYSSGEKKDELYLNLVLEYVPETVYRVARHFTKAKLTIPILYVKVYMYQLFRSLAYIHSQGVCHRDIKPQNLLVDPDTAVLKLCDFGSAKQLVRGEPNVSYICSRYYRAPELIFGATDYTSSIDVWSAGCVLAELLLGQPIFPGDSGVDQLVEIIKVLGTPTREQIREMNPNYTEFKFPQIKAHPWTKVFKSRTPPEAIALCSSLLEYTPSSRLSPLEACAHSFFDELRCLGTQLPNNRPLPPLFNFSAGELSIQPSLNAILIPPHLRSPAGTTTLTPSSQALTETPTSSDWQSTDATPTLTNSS
GSK3B inh: inhibitors of human GSK3beta kinase. GST-GSK3beta kinase, ADP-Glo luminescence, 60 min; hits give low values. activity score (negative = inhibition), % at 10 µM. hit rate 0.038% among 300,000;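 active = more than half of replicate wells score below -50%, meaning over 50% inhibition versus plate controls; inconclusive = some replicates but at most half score below -50%; inactive = no replicate scores below -50%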;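 note: 0% = median DMSO wells and -100% = median GW8510 positive control wells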
Target sequence (P49841 whole entry, looked up): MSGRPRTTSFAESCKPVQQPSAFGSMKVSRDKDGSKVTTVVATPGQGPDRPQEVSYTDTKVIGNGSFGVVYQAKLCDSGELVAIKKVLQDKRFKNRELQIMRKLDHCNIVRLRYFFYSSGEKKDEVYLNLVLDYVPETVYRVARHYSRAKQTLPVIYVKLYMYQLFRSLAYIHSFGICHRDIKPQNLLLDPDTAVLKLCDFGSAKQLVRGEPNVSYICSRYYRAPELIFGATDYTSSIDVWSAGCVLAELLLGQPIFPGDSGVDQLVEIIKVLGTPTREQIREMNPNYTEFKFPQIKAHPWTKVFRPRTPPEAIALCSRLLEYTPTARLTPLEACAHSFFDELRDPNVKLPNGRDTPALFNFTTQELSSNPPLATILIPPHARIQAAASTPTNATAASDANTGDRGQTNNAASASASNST
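Test system: GST-tagged human GSK3beta kinase, cell-free; evaluation: activity score scaled between in-plate DMSO and GW8510 controls; measured by: ADP-Glo luminescence; incubation: 60 min reaction, RT; benchmarks: DMSO and 20 µM GW8510; reagent: peptide substrate plus 25 µM ATP (final); medium: Tris/MgCl2 kinase buffer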
PolyA inh: inhibitors of polyadenylation in S. cerevisiae; AID 1875; hit rate 0.02% among 300,000; calls only at 12 µM; S. cerevisiae SKY197-pL101 polyadenylation reporter, beta-gal luminescence; efflux-impaired pdr1/pdr3 knockout yeast; score 100 = 6 SD above DMSO;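 active = lowest replicate activity score at least 50, where 100 means six control SD above control mean; inconclusive = lowest score under 50 but half or more replicates reach 50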;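 note: yeast exposed to compound for 9 h at 30 °C; higher score means more reporter readthrough which indicates perturbed polyadenylation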
aSyn UTR inh: 5' untranslated region of α-synuclein, MLPCN primary screen; alpha-synuclein 5'UTR reporter, inhibitor activity; inhibition, % (tested at 7.5 µM); hit rate 0.82% among 300,000; in the data active = inhibition above about 60%; inconclusive = no clear call, values can overlap the other calls;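 note: H4 neuroglioblastoma cells stably carrying SNCA 5'UTR luciferase fusion; 0% = DMSO wells and 100% = positive control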
HSF1 inhib: HSF1 inhibition; NIH3T3-HGL HSE-luciferase, MG132-induced, luminescence 8 h; hits give low values; activity change, negative = inhibition, % at 7.5 µM (by protocol); hit rate 0.77% among 300,000;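 active = more than half of replicate wells show activity change below -50%, luminescence cut by over half; inconclusive = some wells, but at most half, below -50%; inactive = no replicate well below -50%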;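 note: luciferase reports HSF-1 transcriptional activity via heat shock element; 0% = median of DMSO wells and -100% = zero luminescence signal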
KLF5 inhibitor: inhibitors of KLF5 expression | inhibition, % at 5 µM | DLD-1 KLF5 promoter-luciferase reporter, luminescence | hit rate 0.23% among 290,000 | AID 1700;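 active = inhibition above a per-plate limit of that plate's mean compound inhibition plus 3 SD, cut at about 60% in these data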;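 note: 0% = DMSO wells and 100% = LY294002 at 200 µM; higher means less KLF5 promoter-driven luciferase light; inactives centre near -14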
HSF1 activator: increases HSF-1 driven luciferase reporter signal | NIH3T3-HGL HSF-1 luciferase reporter, MG132, 8 h; 100% = twice DMSO control signal | activation, % at 9 µM | hit rate 1.7% among 300,000;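 active = mean replicate activation of at least 50% with a set share of replicates each reaching 50%; inconclusive = only one of those two conditions met; inactive = mean below 50% and too few replicates reaching it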;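 note: 0% = median of the neutral control wells and 100% = twice that signal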
AI-2 QS mod: Vibrio harveyi AI-2 quorum sensing modulation; hit rate 0.4% among 300,000; Vibrio harveyi JMH597 AI-2 luminescence/OD600 ratio, 9 h; hits give low values; strain lacks LuxN and CqsS sensors; 0 = neutral-control median; activity change, % at 7.5 µM; in the data active = activity change below about -75%, passing the limit was not always enough; inconclusive = no clear call, values can overlap the other calls;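 note: luminescence divided by OD600 gain over 9 h not by final OD600 alone; inactives centre near 13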
* = called active by the depositor. Only part of the results is shown; count on the stated rates, not on these rows.

Screening COc1cccc(N(C(=O)Cn2nnc(-c3ccc(C)o3)n2)C(C(=O)NC(C)(C)C)c2cccs2)c1 (stereo unspecified) returned HSP90 refold inh 1, IEC-6 cytotox -3, GSK3 alpha inh -1, GSK3B inh 4, PolyA inh inactive, aSyn UTR inh 25, HSF1 inhib -4, KLF5 inhibitor -19, HSF1 activator 14 and AI-2 QS mod 33.
For Cn1cnnc1SCC(=O)Nc1sc2c(c1C(N)=O)CCC2 the results were HSP90 refold inh 22*, IEC-6 cytotox -8, GSK3 alpha inh 13, GSK3B inh -10, PolyA inh inactive, aSyn UTR inh -23, HSF1 inhib 1, KLF5 inhibitor -4, HSF1 activator 19 and AI-2 QS mod 40.
For O=C(Nc1ccc(OC(F)(F)F)cc1)c1ccc2nc[nH]c2c1 the results were HSP90 refold inh 0, IEC-6 cytotox -2, GSK3 alpha inh 4, GSK3B inh -2, PolyA inh inactive, aSyn UTR inh -64, HSF1 inhib 2, KLF5 inhibitor -47, HSF1 activator -18 and AI-2 QS mod 1.
For O=C1c2ccccc2-c2ncnc3c(N4CCOCC4)cc(N4CCOCC4)c1c23 the results were HSP90 refold inh -1, IEC-6 cytotox 8, GSK3 alpha inh 2, GSK3B inh 2, PolyA inh inactive, aSyn UTR inh 14, HSF1 inhib -5, KLF5 inhibitor 9, HSF1 activator -8 and AI-2 QS mod 20.
For O=C(c1ccc(Cl)c(S(=O)(=O)N2CCCCCC2)c1)N1CCCC(C(F)(F)F)C1 (stereo unspecified) the results were GSK3 alpha inh -2, GSK3B inh 3, PolyA inh inactive, aSyn UTR inh 22, HSF1 inhib 9, HSF1 activator 5 and AI-2 QS mod 33.
Screening CCc1ccc(-c2cc3c(=O)n(CC(=O)N4CCCC4)nc(C)n3n2)cc1 returned HSP90 refold inh -2, IEC-6 cytotox 6, GSK3 alpha inh -2, GSK3B inh -1, PolyA inh inactive, aSyn UTR inh -4, HSF1 inhib 0, KLF5 inhibitor -24, HSF1 activator 5 and AI-2 QS mod 14.
CSc1ccc(CNCCCSc2ncccn2)cc1 was read as HSP90 refold inh 7, IEC-6 cytotox 1, GSK3 alpha inh 0, GSK3B inh -2, PolyA inh inactive, aSyn UTR inh 4, HSF1 inhib -1, KLF5 inhibitor 9, HSF1 activator 11 and AI-2 QS mod -9.
`CC(C)NC(=O)CN1CCC(O)(c2ccccc2)CC1` gave HSP90 refold inh 5, IEC-6 cytotox -2, GSK3 alpha inh -2, GSK3B inh 2, PolyA inh inactive, aSyn UTR inh 26, HSF1 inhib 2, KLF5 inhibitor -9, HSF1 activator -2 and AI-2 QS mod 26.
CCCCOC(=O)Nc1nnc(SCCOc2ccc(C)cc2)s1 was read as HSP90 refold inh -5, IEC-6 cytotox -4, GSK3 alpha inh 1, GSK3B inh 1, PolyA inh inactive, aSyn UTR inh -30, HSF1 inhib -2, KLF5 inhibitor -13, HSF1 activator 0 and AI-2 QS mod 13.
For O=C(Cn1ncc2c([nH]c3ccccc32)c1=O)NCCc1ccccc1 the results were HSP90 refold inh -6, IEC-6 cytotox -10, GSK3 alpha inh 0, GSK3B inh -2, PolyA inh inactive, aSyn UTR inh 7, HSF1 inhib 1, KLF5 inhibitor -20, HSF1 activator -9 and AI-2 QS mod 21.
For Cc1ccc(C(=O)c2ccc([N+](=O)[O-])cc2)c(C)c1 the results were HSP90 refold inh -3, IEC-6 cytotox -5, GSK3 alpha inh -2, GSK3B inh 3, PolyA inh inactive, aSyn UTR inh 2, HSF1 inhib 0, KLF5 inhibitor -54, HSF1 activator 5 and AI-2 QS mod 11.
CN(C)S(=O)(=O)c1cc(NC(=O)CNCCN2CCOCC2)ccc1Cl was read as HSP90 refold inh 2, IEC-6 cytotox 3, GSK3B inh -1, PolyA inh inactive, aSyn UTR inh -15, HSF1 inhib 2, KLF5 inhibitor -4, HSF1 activator -13 and AI-2 QS mod -11.
CCn1cc(C(=O)NCCC(=O)NC(C)C)c(=O)c2cc3c(cc21)OCO3 was read as HSP90 refold inh 3, IEC-6 cytotox -10, GSK3 alpha inh 1, GSK3B inh 0, PolyA inh inactive, aSyn UTR inh -2, HSF1 inhib 0, KLF5 inhibitor -3, HSF1 activator 1 and AI-2 QS mod 11.
For Cn1c(=O)[nH]c(=O)c2c1nc(Br)n2CC(O)COc1ccc(Cl)cc1 (stereo unspecified) the results were HSP90 refold inh 1, IEC-6 cytotox 10, GSK3 alpha inh 2, GSK3B inh 1, PolyA inh inactive, aSyn UTR inh -8, HSF1 inhib 1, KLF5 inhibitor 0, HSF1 activator -2 and AI-2 QS mod 30.
Screening CCOc1ccccc1OCC(=O)Nc1ccc(S(=O)(=O)Nc2ncccn2)cc1 returned HSP90 refold inh -1, IEC-6 cytotox -5, GSK3 alpha inh -5, GSK3B inh 5, PolyA inh inactive, aSyn UTR inh 5, HSF1 inhib 7, KLF5 inhibitor -17, HSF1 activator 18 and AI-2 QS mod 15.
For Cc1ccc(C)c(N(C(=O)c2csnn2)C(C(=O)NC2CCCCC2)c2ccccn2)c1 (stereo unspecified) the results were HSP90 refold inh -5, IEC-6 cytotox -5, GSK3 alpha inh 0, GSK3B inh 1, PolyA inh inactive, aSyn UTR inh 0, HSF1 inhib 3, KLF5 inhibitor 11, HSF1 activator -9 and AI-2 QS mod 16.
For CCc1nc(SCC(=O)Nc2cc(C)on2)c2c(C)c(C)sc2n1 the results were HSP90 refold inh 0, IEC-6 cytotox -2, GSK3 alpha inh 0, GSK3B inh 2, PolyA inh inactive, aSyn UTR inh 20, HSF1 inhib 2, KLF5 inhibitor -44, HSF1 activator 7 and AI-2 QS mod 9.
`C=CCOc1ccc(/C=N/N2C(=O)C(CC(=O)Nc3ccc(F)cc3F)SC2=NC)cc1` (stereo unspecified) gave HSP90 refold inh -4, IEC-6 cytotox -10, GSK3 alpha inh 0, GSK3B inh -1, PolyA inh inactive, aSyn UTR inh -31, HSF1 inhib 29, KLF5 inhibitor -1, HSF1 activator 54* and AI-2 QS mod 9.
Cc1ccc(S(=O)(=O)CCC(=O)N(C)C2CCCCC2)cc1 was read as HSP90 refold inh -3, IEC-6 cytotox 1, GSK3 alpha inh 0, GSK3B inh -25, PolyA inh inactive, aSyn UTR inh -18, HSF1 inhib 5, KLF5 inhibitor -32, HSF1 activator 26 and AI-2 QS mod 22.
O=C(N/N=C/c1ccco1)c1cc(-c2cccc(Br)c2)nc2ccccc12 was read as HSP90 refold inh 1, IEC-6 cytotox -10, GSK3 alpha inh -1, GSK3B inh 0, PolyA inh inactive, aSyn UTR inh -7, HSF1 inhib 3, KLF5 inhibitor 12, HSF1 activator 44 and AI-2 QS mod 3.
`O=NNc1nc2ccccc2n1Cc1ccccc1` gave HSP90 refold inh 4, IEC-6 cytotox 5, GSK3 alpha inh -1, GSK3B inh -3, PolyA inh inactive, aSyn UTR inh 42, HSF1 inhib -11, KLF5 inhibitor 21, HSF1 activator -7 and AI-2 QS mod -22.
`c1ccc(-c2cc3c(N4CCCCC4)ncnc3s2)cc1` gave HSP90 refold inh -1, IEC-6 cytotox -7, GSK3 alpha inh 3, GSK3B inh 1, PolyA inh inactive, aSyn UTR inh 35, HSF1 inhib 0, KLF5 inhibitor 5, HSF1 activator 11 and AI-2 QS mod 35.
Cc1ccc2c(c1)N(CC(=O)c1cccc(Cl)c1)C(=O)C(C)O2 (stereo unspecified) was read as HSP90 refold inh -1, IEC-6 cytotox -3, GSK3 alpha inh -2, GSK3B inh 2, PolyA inh inactive, KLF5 inhibitor -25 and AI-2 QS mod 11.
CN1C(=S)SC(C)(C)C1NO (stereo unspecified) was read as HSP90 refold inh 2, IEC-6 cytotox -1, GSK3 alpha inh -2, GSK3B inh 0, PolyA inh inactive, aSyn UTR inh 17, HSF1 inhib -1, KLF5 inhibitor -15, HSF1 activator 10 and AI-2 QS mod -6.
`COc1cccc(NC(=O)C2c3cc(OC)c(OC)cc3C(=O)N(C)C2c2cccnc2)c1` (stereo unspecified) gave HSP90 refold inh -3, IEC-6 cytotox -9, GSK3 alpha inh -1, GSK3B inh 0, PolyA inh inactive, aSyn UTR inh -29, HSF1 inhib -4, KLF5 inhibitor -26, HSF1 activator 2 and AI-2 QS mod 6.
For Nc1nn(-c2ccccc2Cl)cc1-c1nn[nH]n1 the results were HSP90 refold inh 3, IEC-6 cytotox 7, GSK3 alpha inh 5, GSK3B inh 2, PolyA inh inactive, aSyn UTR inh 14, HSF1 inhib 12, KLF5 inhibitor 0, HSF1 activator 34 and AI-2 QS mod 16.
`N#C/C(=C/c1cccs1)c1nc2ccccc2[nH]1` gave HSP90 refold inh -5, IEC-6 cytotox 9, GSK3 alpha inh 1, GSK3B inh -1, PolyA inh inactive, aSyn UTR inh -201, HSF1 inhib 26, KLF5 inhibitor -98, HSF1 activator inconclusive and AI-2 QS mod 1.
`O=C(CCn1cnc2ccccc21)N/N=C/c1ccc(O)cc1` gave HSP90 refold inh -1, IEC-6 cytotox -4, GSK3B inh -1, PolyA inh inactive, aSyn UTR inh 16, HSF1 inhib -4, KLF5 inhibitor 3, HSF1 activator 12 and AI-2 QS mod 11.
Screening O=C(Nc1ccc(F)c(Cl)c1)C1CCN(c2ncnc3c2nc2n3CCCCC2)CC1 returned HSP90 refold inh -1, IEC-6 cytotox -4, GSK3 alpha inh -2, GSK3B inh 1, PolyA inh inactive, aSyn UTR inh 32, HSF1 inhib 1, KLF5 inhibitor -6, HSF1 activator 7 and AI-2 QS mod 29.
`COc1ccc(NC2CCCN(C(=O)c3csc(C)n3)C2)cc1` (stereo unspecified) gave HSP90 refold inh 8, IEC-6 cytotox 0, GSK3 alpha inh 2, GSK3B inh 1, PolyA inh inactive, aSyn UTR inh -15, HSF1 inhib -2, KLF5 inhibitor -2, HSF1 activator 4 and AI-2 QS mod 16.
Screening CC(NC(=O)C(C)(C)C)C(c1cccs1)N1CCOCC1 (stereo unspecified) returned HSP90 refold inh -2, IEC-6 cytotox -3, GSK3 alpha inh -1, GSK3B inh 1, PolyA inh inactive, aSyn UTR inh -2, HSF1 inhib 14, KLF5 inhibitor -30, HSF1 activator 13 and AI-2 QS mod 3.
`Cc1nn(C)c(C(=O)Nc2ccc(Cl)c([N+](=O)[O-])c2)c1Cl` gave HSP90 refold inh 2, IEC-6 cytotox -5, GSK3 alpha inh 1, GSK3B inh -2, PolyA inh inactive, aSyn UTR inh -10, HSF1 inhib -17, KLF5 inhibitor -17, HSF1 activator -3 and AI-2 QS mod 41.
`COc1ccc(CCN=C(N)NS(=O)(=O)c2ccc(C)cc2)cc1` gave HSP90 refold inh -1, IEC-6 cytotox 2, GSK3 alpha inh 1, GSK3B inh 2, PolyA inh inactive, aSyn UTR inh 4, HSF1 inhib -3, KLF5 inhibitor -17, HSF1 activator 19 and AI-2 QS mod 21.
CC1CCCC(NCC(=O)Nc2ccc(C(N)=O)cc2)C1C (stereo unspecified) was read as HSP90 refold inh 5, IEC-6 cytotox -5, PolyA inh inactive, aSyn UTR inh -11, HSF1 inhib -1, KLF5 inhibitor -9 and HSF1 activator 0.

Assay outcomes as filed in PubChem.
